# mcGAS inh: cyclic GMP-AMP synthase inhibitors, mouse, primary biochemical chemiluminescence; recombinant cGAS, Kinase-Glo ATP depletion luminescence; 0.15% of 160,000 active; inhibition, % at 12.5 µM;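 further: 0% = negative control wells and 100% = reference inhibitor with no enzyme activity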
# hcGAS inh: Primary biochemical luminescence assay for human cyclic GMP-AMP synthase inhibitors; Q8N884; 0.081% of 290,000 active; recombinant h-cGAS, ATP depletion, Kinase-Glo luminescence; inhibition, % at 12.5 µM;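 further: 0% = vehicle reaction and 100% = reaction without DNA for no activity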
# Target sequence (Q8N884 whole entry, looked up): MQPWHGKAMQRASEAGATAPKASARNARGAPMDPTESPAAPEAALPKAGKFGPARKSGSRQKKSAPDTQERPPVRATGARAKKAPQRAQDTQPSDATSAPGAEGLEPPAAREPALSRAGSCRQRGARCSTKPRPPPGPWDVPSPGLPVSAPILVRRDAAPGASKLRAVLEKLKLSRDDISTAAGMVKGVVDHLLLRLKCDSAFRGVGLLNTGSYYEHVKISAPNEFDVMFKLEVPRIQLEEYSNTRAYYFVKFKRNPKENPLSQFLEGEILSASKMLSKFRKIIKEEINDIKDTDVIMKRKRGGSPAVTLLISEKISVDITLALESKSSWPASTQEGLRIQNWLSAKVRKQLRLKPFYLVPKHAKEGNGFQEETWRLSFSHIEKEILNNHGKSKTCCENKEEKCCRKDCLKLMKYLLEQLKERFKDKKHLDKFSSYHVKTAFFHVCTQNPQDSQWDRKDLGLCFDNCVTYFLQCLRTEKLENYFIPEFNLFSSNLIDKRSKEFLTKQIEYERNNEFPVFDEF
# NPYLR7 agonist: agonists of mosquito NPYLR7 receptor, primary screen, cell-based, Aedes aegypti, calcium fluorescence, mosquito biting behavior | Aedes aegypti neuropeptide Y-like receptor 7 (NPYLR7) | HEK293T NPYLR7/Galpha15, GCaMP6s calcium fluorescence | activation, % at 10 µM | 0.15% of 270,000 active | AID 1259423, 2018; in the data active means activation above about 40%;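 further: 0% = vehicle and 100% = reference agonist at the receptor; some compounds past the cut are filed as inactive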
# An asterisk follows results filed as active; x = not tested or not shown; & = joins results of further samples. Unless noted, no stated cut-off is given here; in the data, active means inhibition above about 40%; inactive means the rest.
SMILES,mcGAS inh,hcGAS inh,NPYLR7 agonist
c1ccc(CCSc2nnc3n2CCN3c2ccccc2)cc1,-5,-4,3
CCOc1ccccc1N1C(=O)CSC1c1ccc(NC(=O)C(CC)c2ccccc2)cc1 (stereo unspecified),-7,-12,20
COc1ccc(-c2[nH]ncc2CNC(C)CCn2cccn2)cc1F (stereo unspecified),x,-6&0,4&9
CCNC(=O)NC(=O)C(C)NC(C)c1ccc(F)cc1F (stereo unspecified),x,0,3
COC(=O)Cn1c(=O)c2c(nc3n2CC(C)CN3c2cccc(OC)c2)n(C)c1=O (stereo unspecified),-8,-11,x
COc1ccc(Cl)c2sc(NCCCN(C)C)nc12,x,-8,1
Cc1ccccc1-c1cc2nc(NCCN3CCNC3=O)n(C)c(=O)c2s1,x,-4,5
CC(=O)c1cc(-c2ccccc2)[nH]c1NC(=O)c1ccccc1,-4,1,-8
CC(Nc1cncc(-n2cccn2)n1)c1cccc(OCc2ccccn2)c1 (stereo unspecified),x,7,-1
Cc1cccnc1CC(C)NC(=O)c1nc(C(C)C)cs1 (stereo unspecified),x,-2,12
Clc1cccc(Cn2cnnc2)c1Cl,-15,-1,x
O=C(c1cnccn1)N(CC1CCN(C2Cc3ccccc3C2)CC1)CC1CCCO1 (stereo unspecified),x,-6,14
CCCCCCC(=O)N1CCN(C(=O)CCCSc2nnc(-c3ccc(Cl)cc3)n2-c2ccccc2)CC1C (stereo unspecified),-6,-13,15
O=C(CSCc1ccccc1Cl)NCc1ccc2c(c1)OCO2,x,-7,10
CCOC(=O)CCCCCC(=O)Nc1cc(-c2onc3c2CCCC3)ccc1Cl,-4,-2,0
COc1cccc(Nc2n[nH]nc2C(=O)Nc2ccccc2Br)c1,0,3,x
Cc1cc(S(=O)(=O)Nc2cc(-c3ccncc3)nn2C)ccc1Br,-12,-8,-7
O=C(N=C1N=C2C=CC(Cl)=CN2Cc2ccccc21)C12CCC(CC1)C2,-3,-5&3,2&2
O=C(Cn1ncc(Cl)c(Cl)c1=O)N1N=C(c2ccco2)CC1c1cccs1 (stereo unspecified),x,-11,11
CCC1SC(c2ccc(C(C)(C)C)cc2)N(CCN2CCN(C(=O)C(C)C)CC2)C1=O (stereo unspecified),-1,1,7
CC(=O)c1cc(CC(=O)NCc2cccnc2N2CCOCC2)cs1,-7,0,2
O=C(CSc1nc(=O)n(CCN2CCOCC2)c2c1CCCC2)Nc1nc2ccccc2s1,-7,-11,-1
Cc1cc(C)cc(-n2c(C)c(C)n3c4c(=O)n(CCN5CCOCC5)c(=O)n(C)c4nc23)c1,x,-5,5
COc1cccc2c1OCCCN(C(=O)c1ccc(-n3cc(NC(=O)c4cccnc4)cn3)cc1)C2,-14,-11,1
COc1ccccc1C1CCCN1C(=O)CC1(c2ccccc2Cl)CC(=O)N(C2CCCC2)C1=O (stereo unspecified),-5,2,-4
Nc1c2c(nc3c1CCC3)CCCC2,x,-6&-2,15&-7
CN(CCO)c1ccc(-c2nc(Cc3ccc(F)cc3)no2)cn1,x,-3,3
Cc1ccc(C=CC(=O)OCC(=O)c2cc(C)n(CC3CCCO3)c2C)o1 (stereo unspecified),-6,1,0
CC1(C)CC(=NOC(=O)c2ccccc2)CC(C)(C)N1O,x,-10,-1
CCCN(Cc1cc(NC(=O)C(C)C)ccc1N(C)C)C(=O)c1cccc(F)c1,-5,-7,7
Cc1ccc(C)c(Cn2c(=O)c3c(nc4n(Cc5ccco5)c(C)cn34)n(C)c2=O)c1,-7,-5,8
CCCc1nc(CN(CC)C(=O)c2cc(F)c(F)cc2Cl)no1,-25,-9,6
COc1ccc(S(=O)(=O)c2cnc3cc(OC)c(OC)cc3c2N2CCN(C)CC2)cc1,-2,-6,2
COCCC(C)NC(=O)N1CCOCC1c1ccc(C)o1 (stereo unspecified),5,4,-4
COCc1ccc(CN2CCCC(Nc3ccc4c(c3)OCO4)C2)o1 (stereo unspecified),x,0,9
O=c1sc2ccccc2c(N2CCCC2)c1[N+](=O)[O-],1,-2,-1
Cc1cc(=O)n2c(-c3cccc(NC(=O)c4ccccc4C(F)(F)F)c3)csc2n1,x,3,-4
O=C(CCN1CCCCC1)Nn1c(=S)[nH]c2ccccc2c1=O,x,1,-5
O=S(=O)(NC1CCCCC1Sc1ncccn1)c1ccccc1 (stereo unspecified),-6,-3,4
COc1cccc(C2CCN2S(=O)(=O)NCc2ccccc2)c1 (stereo unspecified),-13,-8,x

# Two entries from above, with each value named:
> O=C(c1cnccn1)N(CC1CCN(C2Cc3ccccc3C2)CC1)CC1CCCO1 (stereo unspecified)
  mcGAS inh: x | hcGAS inh: -6 | NPYLR7 agonist: 14

> CCCCCCC(=O)N1CCN(C(=O)CCCSc2nnc(-c3ccc(Cl)cc3)n2-c2ccccc2)CC1C (stereo unspecified)
  mcGAS inh: -6 | hcGAS inh: -13 | NPYLR7 agonist: 15

# More results:
SMILES,mcGAS inh,hcGAS inh,NPYLR7 agonist
O=C(c1cccc(F)c1)N1CCN(S(=O)(=O)c2ccccc2)CC1,x,-7,17
CCN(CC)c1cc(C(F)(F)F)nc(SCc2ccc(C(=O)NCCc3ccccn3)o2)n1,-3,-2,10
c1cncc(NCCNC2CCC3(CCNCC3)CC2)c1,x,-5,12
C[C@H]1O[C@@H](O[C@H]2[C@@H](O)C[C@H](O[C@H]3[C@@H](O)C[C@H](O[C@H]4CC[C@]5(C)C6C[C@@H](O)[C@]7(C)[C@@H](C8=CC(=O)OC8)CC[C@]7(O)C6CC[C@@H]5C4)O[C@@H]3C)O[C@@H]2C)C[C@H](O)[C@@H]1O (stereo partly specified),x,1,-8
Cc1c(C(=O)N2c3ccccc3CC2C)sc2nc(-c3ccc(F)cc3)cn12 (stereo unspecified),-4,2,0
COc1ccc(NC(=O)N2CCN(c3nc(-c4ccc(C)cc4)nc(C)c3Cc3ccccc3)CC2)c(OC)c1,-4,-7,-6
N#CC(C#N)=Cc1cn(-c2ccccc2)nc1-c1ccc(Br)cc1,-8,-9,-6
O=C(Cc1ccccc1)N(Cc1cccnc1)c1nc2ccc(Cl)cc2s1,-7,-1,-7
Cc1cc(C(=O)n2nccc2N)c(C)n1C1CC1,-10,-4,18
CCCCCCCCC(=O)Nc1c(-c2ccc(C)cc2)nc2cc(C)ccn12,-8,-7,-2

# Six consecutive compounds from above, quoted:
SMILES,mcGAS inh,hcGAS inh,NPYLR7 agonist
Cc1c(C(=O)N2c3ccccc3CC2C)sc2nc(-c3ccc(F)cc3)cn12 (stereo unspecified),-4,2,0
COc1ccc(NC(=O)N2CCN(c3nc(-c4ccc(C)cc4)nc(C)c3Cc3ccccc3)CC2)c(OC)c1,-4,-7,-6
N#CC(C#N)=Cc1cn(-c2ccccc2)nc1-c1ccc(Br)cc1,-8,-9,-6
O=C(Cc1ccccc1)N(Cc1cccnc1)c1nc2ccc(Cl)cc2s1,-7,-1,-7
Cc1cc(C(=O)n2nccc2N)c(C)n1C1CC1,-10,-4,18
CCCCCCCCC(=O)Nc1c(-c2ccc(C)cc2)nc2cc(C)ccn12,-8,-7,-2

# Next results
SMILES,mcGAS inh,hcGAS inh,NPYLR7 agonist
Cc1ccc(C)c(NC(=O)C(C)SCc2nc(-c3ccccc3)no2)c1 (stereo unspecified),x,-7,3
Cc1cc(C)n(-c2ccc(C(=O)Nc3cccc(Oc4ccccc4)c3)cc2)n1,-2,-8,-1
O=C(Nc1ccc(-n2nc(OCc3ccc(F)cc3)nc2-c2ccccc2F)cc1)c1ccco1,-9,0,19
CCCC(=O)C1=C(c2cccs2)N(C(=O)CCC)n2c(nnc2-c2ccccc2)S1,x,-16,0
Cc1ccc(NC(=O)Cn2ccn3nc(-c4ccc(C)cc4)cc3c2=O)cc1,-9,-7,6
CCN(CC)c1nc(-c2ccccc2)c2cc(Cl)ccc2n1,1,0,-7
Cc1cccc(C(=O)N2CCN(C(c3ccccc3)c3ccc(Br)cc3)CC2)c1 (stereo unspecified),-8,-3,23
CC(NC(=O)c1ccc(=O)[nH]n1)c1cccc2ccccc12 (stereo unspecified),x,-7,-2
COc1ccc(-c2ccc(N3CCCC(C(=O)Nc4ccccn4)C3)nn2)cc1 (stereo unspecified),-6,-5,-8
O=C(CSc1nc2[nH]ncc2c(=O)[nH]1)NCc1ccc2c(c1)OCO2,x,-4,1
NC(=O)c1c(F)cccc1-c1cccnc1,-18,-5,8
CC(C)(C)C1CCc2c(C(=O)N/N=C\c3ccoc3)csc2C1 (stereo unspecified),x,-7,-6
CCNC(=O)C1Cc2ccccc2N1C(=O)c1cc(=O)c2ccccc2o1 (stereo unspecified),4,4,-21
COc1ccc(CSc2nnnn2C2CC2)cc1Br,x,0,0
O=C(C1CCCN(C2CCN(c3nc4ccccc4s3)CC2)C1)N1CCCC1 (stereo unspecified),3,3,1
FC(F)(F)c1nc(NCc2ccccc2)c2cnn(Cc3ccccc3)c2n1,x,-5,9
COCCN(CCOC)c1snc(Cl)c1C#N,x,2,0
CCN1C(=O)NC(c2ccc(Cl)cc2Cl)C2=C1CN(CC(=O)N(CC(C)C)CC1CCCO1)C2=O (stereo unspecified),-4,-5,0
O=C(NCCS(=O)(=O)N1CCN(c2ccccc2)CC1)C1c2ccccc2Oc2ccccc21,-8,-7,7
CC(C)N(CC(=O)N(CCc1c[nH]c2ccccc12)Cc1ccc(Cl)c(Cl)c1)Cc1cc(F)ccc1F,-4,-2,11
O=C(NCCCN1CCCC1=O)C(C1CCCC1)N1CCN(C(=O)c2ccc(Cl)c(Cl)c2)CC1 (stereo unspecified),x,-2,-4
O=C1NCC2(CCCN(Cc3cccc(-c4ccccn4)c3)CC2)O1 (stereo unspecified),-10,-1,4
Cc1ccc(C2c3c(oc4cc(C)c(Cl)cc4c3=O)C(=O)N2c2nccs2)cc1 (stereo unspecified),x,-6,1
CCCC1=NN(C(=O)c2ccc(-c3ccccc3)cc2)C(O)(C(F)(F)F)C1 (stereo unspecified),x,-7,8
Cc1cccc(C)c1NS(=O)(=O)c1c(C)nn(C)c1C,x,-5,8
Cc1cnc(CNC(=O)c2ccc(OC3CCN(CCc4ccccc4)CC3)cc2)cn1,-5,-9,-3
O=C(CN1CN(c2ccccc2)C2(CCN(C(=O)c3ccccc3Br)CC2)C1=O)NCC1CCCCC1,-4,-5,34
Cc1cc(NC(=O)C(c2ccccc2)N(C)Cc2ccco2)no1 (stereo unspecified),x,-7,-3
CCOc1ccc(S(=O)(=O)N2CCCCC2)cc1NCC(=O)NC(C)(C)C,x,-7,-7
O=S(=O)(c1cccc(OC(F)(F)F)c1)N1CCN(c2c3c(nc4ncnn24)CCC3)CC1,2,-2,x
CCOC(=O)C1CCN(C(c2ccc(OC)cc2)C2Sc3nc(CC)nn3C2=O)CC1 (stereo unspecified),-9,-9,-1
CC(C)Cc1nc(N2CCN(C(=O)Nc3ccc(Cl)cc3)CC2)c2c(-c3cccc(Oc4ccccc4)c3)noc2n1,-2,-6,16
Cc1cc(C)cc(OCCC(=O)Nc2cc(C)ccn2)c1,x,-1,-2

# Compound profiles, from the list above. Values in the order: mcGAS inh | hcGAS inh | NPYLR7 agonist
# `FC(F)(F)c1nc(NCc2ccccc2)c2cnn(Cc3ccccc3)c2n1` is entered as x | -5 | 9
# `CC(NC(=O)c1ccc(=O)[nH]n1)c1cccc2ccccc12` (stereo unspecified) is entered as x | -7 | -2
# `Cc1cccc(C(=O)N2CCN(C(c3ccccc3)c3ccc(Br)cc3)CC2)c1` (stereo unspecified) is entered as -8 | -3 | 23
# `Cc1cc(=O)n2c(-c3cccc(NC(=O)c4ccccc4C(F)(F)F)c3)csc2n1` is entered as x | 3 | -4
# `COc1ccccc1C1CCCN1C(=O)CC1(c2ccccc2Cl)CC(=O)N(C2CCCC2)C1=O` (stereo unspecified) is entered as -5 | 2 | -4

# Bioassay records as filed in PubChem.
